# Screens (PubChem BioAssay)
# TSHR antagonist: blocks TSH signaling through the human TSH receptor. activity change, negative = inhibition, % at 11.5 µM. P16473. TSHR-expressing cells, TSH-stimulated cAMP HTRF, 2 h; stronger effect = lower value. 330,000 compounds, 0.2% hits. AID 504810;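 active means activity change below a set negative limit, meaning inhibition stronger than a set level, cut at about -70% in these data; inconclusive means activity change between two set negative limits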; further: on the % scale 0 is the no-effect control and ±100 the full control effect
#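 Antagonism was scored as loss of TSH-driven cAMP in TSHR cells, stimulated with 4nM TSH (EC80) for 2 hours at 37 deg C and detected by homogeneous HTRF competition immunoassay.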
# Integrin act MD: activates integrin-mediated alleviation for muscular dystrophy | 350,000 compounds, 0.064% hits | Potency, µM (series often up to 38.3 µM), without a hit: top-dose activation, hits mostly activators | AID 624291 | alpha7betagal myoblasts, beta-gal FDG fluorescence, 48 h;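 further: potency means the concentration at half of the fitted maximal effect; 100% = response of the positive control SU9516; nearly all actives have a fitted effect of over 60% in size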
#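 Alpha7betagal+/- myoblasts (passage 13) were plated 16-24 hr, then exposed to compounds (1:260 dilution of DMSO stock) for 48 hours at 37C. After MPER lysis, β-galactosidase reporter activity was read as FDG fluorescence (ex 480/em 540) after 30 minutes.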
# Tb PFK block: inhibitors of T. brucei phosphofructokinase; AID 485367; Potency, µM (series often up to 57.5 µM), inactives show at the top dose activity, negative = inhibition, actives largely listed as inhibitors; O15648; 330,000 compounds, 0.17% hits; T. brucei PFK, ADP-Glo luminescence;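 further: potency means the concentration at half of the fitted maximal effect; 0% = uninhibited 1x PFK enzyme wells and -100% = no-enzyme wells; nearly all actives have a fitted effect of over 60% in size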
#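 1.25 nM PFK with 0.5 mM F6P and 0.1 mM ATP in 0.1 M TEA pH 8.0, 5 mM MgCl2, incubated 45 min at room temperature; ADP measured by ADP-Glo luminescence; compounds titrated up to 57 uM.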
# TCR activator: activators of T cell receptors; primary human leukocytes, anti-CD3, IL-2 HTRF, 48 h; Potency, µM (titrated, usually from 9.22 µM), for the others: at the highest dose activation of IL-2 secretion, most hits filed as activators; 330,000 tested, under 10 active; AID 504894; further: % of control where 0% means no effect
#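 IL-2 release read by HTRF sandwich (Eu cryptate donor, d2 acceptor, 665 nm emission) after 48 hr exposure of primary human leukocytes to compound together with anti-CD3 beads in the absence of co-stimulatory signals.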
# Mito fusion act: mitochondrial division inhibition or fusion activation. S. cerevisiae fusion-defective mutant growth rescue, CellTiterGlo 48 h. Potency, µM (doses to about 46.1 µM), for inactives: at the top dose growth rescue (activation), hits mostly activators. 320,000 compounds, 0.23% hits. AID 485298;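 further: potency means the concentration at half of the fitted maximal effect; % of control where 0% means no effect; nearly all actives have a fitted effect of over 45% in size; temperature-sensitive fusion mutants such as fzo1-1 at 37 °C on non-fermentable ethanol glycerol medium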
#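 S. cerevisiae fusion-defective temperature-sensitive mutants (e.g. fzo1-1, mgm1-5) grown 48 h at 37C in YPEG (ethanol/glycerol non-fermentable) medium with 23 nl compound per well; growth rescue read as CellTiterGlo luminescence.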
# A-T KAP1 phos: potential ataxia-telangiectasia treatment; […] A-T fibroblasts, KAP-1 phosphorylation AlphaLISA; neocarzinostatin DNA damage 30 min before lysis; Potency, µM (titrated, usually from 57.5 µM), for inactives: at the top dose activation, actives largely listed as activators; 320,000 compounds, 0.19% hits; AID 485349; further: potency means the concentration at half of the fitted maximal effect; % of control where 0% means no effect; nearly all actives have a fitted effect of over 45% in size
#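 hTERT-immortalized A-T patient fibroblasts ([…]), 500 cells/well in OPTI-MEM, 1% FBS, got compounds for 60 min, then NCS for 30 min at 37C. Lysates were then assayed for phospho-KAP-1 by AlphaLISA (anti-pKAP1 donor, anti-KAP1 acceptor beads), 6 hr at 25C.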
# Eya2 phos inh: Eya2 (human) phosphatase inhibition | recombinant Eya2, OMFP fluorescence dephosphorylation (OMFP is methylfluorescein phosphate) | Potency, µM (titrated, usually from 76.9 µM), for the others: at the highest dose activity, negative = inhibition, usual class: inhibitors | 330,000 compounds, 0.006% hits | AID 488837; further: potency means the concentration at half of the fitted maximal effect; on the % scale 0 is the no-effect control and ±100 the full control effect
#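 Eya2 protein (added as 0.2 uM solution) was preincubated with compound for 10 min at ambient temperature in 50 mM HEPES pH 7.5, 50 mM NaCl, 5 uM MgCl2, 0.05% BSA, 1 mM DTT. OMFP (added at 50 uM) then reacted 10 min; fluorescence read at 485/525 nm.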
# ASM inhibitor: inhibitors of human secretory acid sphingomyelinase; Potency, µM (titrated, usually from 57.5 µM), inactives show top-dose activity change, negative = inhibition, usual class: inhibitors; placental ASM, HMU-PC fluorogenic substrate, 60 min; P17405; 340,000 compounds, 0.006% hits; further: potency means the concentration at half of the fitted maximal effect
# Target sequence (P17405 47-631 limits assumed): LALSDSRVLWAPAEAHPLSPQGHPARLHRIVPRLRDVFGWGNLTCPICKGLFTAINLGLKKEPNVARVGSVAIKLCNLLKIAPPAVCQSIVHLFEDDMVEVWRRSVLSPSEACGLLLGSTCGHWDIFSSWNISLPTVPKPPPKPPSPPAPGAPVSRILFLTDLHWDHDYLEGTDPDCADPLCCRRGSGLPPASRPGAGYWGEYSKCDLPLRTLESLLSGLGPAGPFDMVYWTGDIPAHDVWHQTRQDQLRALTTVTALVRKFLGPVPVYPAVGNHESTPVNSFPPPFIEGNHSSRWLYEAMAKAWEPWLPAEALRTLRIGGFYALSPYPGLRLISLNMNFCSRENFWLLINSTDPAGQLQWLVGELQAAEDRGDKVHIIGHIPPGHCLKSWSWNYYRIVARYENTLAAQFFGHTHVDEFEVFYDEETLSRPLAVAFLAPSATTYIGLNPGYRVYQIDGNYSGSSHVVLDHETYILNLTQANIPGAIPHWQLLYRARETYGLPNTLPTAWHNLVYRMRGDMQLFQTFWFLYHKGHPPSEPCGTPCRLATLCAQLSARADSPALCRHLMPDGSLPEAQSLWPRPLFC
#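 Fluorescence read-out (Ex 386 nm, Em 447 nm) after stopping the reaction at pH 10. Enzyme: ASM from human placenta; substrate HMU-PC0, 9 uM final; 60 min, 37 °C. Compound preincubation 10 min, ambient temperature.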
# PTAP TSG101 blk: blocks PTAP/TSG101 interaction to inhibit HIV-1 budding; Q99816; 340,000 tested, under 10 active; Fluorescence polarization, FITC-PTAP peptide / Tsg101 binding; Potency, µM (highest dose often 115 µM), without a hit: at the highest dose activity change, negative = inhibition, hits mostly inhibitors; active means well fitted inhibition curve with a large enough effect in the main read-out, with a control signal flat, not every such curve was filed as active; inconclusive means small, poorly fitted or top-dose-only effect, or effect the other way, or a change in a side signal; inactive means no such curve, though single readings can be large or run the other way; further: potency means the concentration at half of the fitted maximal effect; % of control where 0% means no effect
# Target sequence (Q99816 whole entry, looked up): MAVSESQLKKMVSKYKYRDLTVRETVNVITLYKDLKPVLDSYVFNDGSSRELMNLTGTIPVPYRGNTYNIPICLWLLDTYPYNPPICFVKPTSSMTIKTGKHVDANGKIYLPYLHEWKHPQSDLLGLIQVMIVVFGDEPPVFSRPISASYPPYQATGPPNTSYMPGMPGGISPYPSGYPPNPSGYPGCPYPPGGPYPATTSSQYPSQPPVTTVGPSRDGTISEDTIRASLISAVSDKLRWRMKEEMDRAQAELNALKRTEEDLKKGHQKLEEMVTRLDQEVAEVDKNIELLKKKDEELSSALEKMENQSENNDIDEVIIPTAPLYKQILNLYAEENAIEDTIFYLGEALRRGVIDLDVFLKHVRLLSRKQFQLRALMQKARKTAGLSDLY
#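 Steps: Tsg101 binding domain dispensed (10 uM final), compounds pinned in DMSO, FITC-labeled PTAP-motif peptide added (50 nM final); after 20 min binding at room temperature, polarization measured.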
# ELG1 DNA repair: inhibitors of ELG1-dependent DNA repair in HEK293T cells; HEK293T ELG1-luciferase reporter, luminescence, 16 h; DNA damage induced by 5-fluorouridine; Potency, µM (series often up to 46.1 µM), inactives show top-dose activity change, negative = inhibition, actives largely listed as inhibitors; 330,000 compounds, 2.3% hits; further: potency means the concentration at half of the fitted maximal effect; on the % scale 0 is the no-effect control and ±100 the full control effect; nearly all actives have a fitted effect of over 55% in size
#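 Reporter activity after DNA damage by 5-fluorouridine is monitored. Compound-treated cells incubate 16 hr at 37 °C, then ONE-Glo is added for 30 min before luminescence reading.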
# Chronic BCR inh: chronic active BCR signaling inhibition; Potency, µM (top dose mostly 46.1 µM), inactives show at the top dose ratio change, negative = lower green/red ratio, actives largely listed as inhibitors; AID 493014; ABC-DLBCL IkBa-CBG/CBR reporter, luminescence ratio, 4 h; 340,000 compounds, 0.05% hits; active means well fitted inhibition curve with a large enough effect in the signal ratio, with a control signal flat, not every such curve was filed as active; inconclusive means small, poorly fitted or top-dose-only effect, or effect the other way, or a change in a side signal; the % refers to the signal ratio;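 further: potency means the concentration at half of the fitted maximal effect; plate controls were basal doxycycline-induced cells for no effect and cells given 10 µM MG132 for full effect; MG132 reads +100%, hits lower the ratio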
#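 Cell line TMD8 (human ABC DLBCL), stably expressing tet-inducible CBG68-IkBa fusion and CBR; IMDM/0.5% FBS; cpd up to 46 uM; dox induction, 4 h, 37C/5% CO2; dual luminescence; green/red ratio; MG132 control.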
# An asterisk follows results filed as active; ? = inconclusive; nt = no result given; [ ] = dose if it differs, or a comment. Unless noted, the call rests on the fitted dose curve; in most records, active means well fitted curve in the direction sought with a large enough effect; inconclusive means small, poorly fitted or top-dose-only effect, or another doubt; inactive means no such curve, though single readings can be large; an effect the other way counts as inactive or inconclusive.
SMILES,TSHR antagonist,Integrin act MD,Tb PFK block,TCR activator,Mito fusion act,A-T KAP1 phos,Eya2 phos inh,ASM inhibitor,PTAP TSG101 blk,ELG1 DNA repair,Chronic BCR inh
O=C(c1ccccc1NS(=O)(=O)c1ccccc1)N1CCCCCC1,-10,-7%,-1%,nt,7%,5%,-15%,-3%,0%,-5%,3%
O=C(O)c1cccc(N2C(=S)N=C(Nc3ccccc3)C23CCCCC3)c1,-9,-20%,2%,5%,3%,2%,1%,0%,-6%,-2%,?
Cc1ccccc1NS(=O)(=O)c1ccc(OCC(=O)NCc2cccnc2)cc1,-8,3%,0%,4%[46.1 µM],-12%,-10%,0%,3%,0%,9%,5%
O=C(CCSc1ccccc1)Nc1nccs1,23,-10%,-5%,2%,-10%,-4%,19%,-2%,-6%,?,9%
C=CCN(C(=O)c1cccc(S(=O)(=O)N2CCN(C)CC2)c1)c1nc(-c2ccccc2)cs1,-6,-36%,?,-2%,2%,-1%,2%,?,-1%,?,?
CCC(C(=O)NCc1ccco1)N(C(=O)CNS(=O)(=O)c1ccc(F)cc1)c1ccccc1F (configuration not stated),7,8%,3%,6%,3%,-10%,9%,5%,0%,1%,-2%
COC(=O)c1ccccc1NC(=S)N1CCN(C2CCCCC2)CC1,21,6%,-1%,-1%,-9%,-3%,7%,3%,1%,7%,2%
COc1ccc2oc(C(=O)OCC(=O)N(C)CC(=O)Nc3ccc(C)cc3)c(C)c2c1,-10,-29%,0%,0%,5%,-3%,0%,-8%,-7%,-1%,?
CN(CC(=O)Nc1cc([N+](=O)[O-])ccc1Cl)Cc1ccc(Br)cc1,3,-5%,-1%,-3%[46.1 µM],-8%,2%,1%,-2%,1%,0%,15%
O=C(/C=C/c1cccc(Cl)c1)NCc1ccccc1,-12,-1%,-3%,1%,-2%,3%,17%,0%,1%,0%,0%
Cc1ccc(-c2cc(C(=O)NCc3ccco3)c3ccccc3n2)o1,1,-18%,?,9%,-6%,3%,-2%,nt,-7%,?,5%
CCN1C(=O)CC(NCc2ccc(S(N)(=O)=O)cc2)C1=O (configuration not stated),-7,?,-1%,-3%,-4%,0%,-28%,0%,0%,11%,-2%
CC(C)c1ccc(OCc2nc(-c3ccccn3)no2)c(Br)c1,-13,-25%,0%,-34%,10%,1%,-8%,-9%,-5%,?,?
O=C(CCn1c(=O)c2ccccc2n(Cc2ccccc2)c1=O)NCc1ccc2c(c1)OCO2,-2,0%,4%,0%,0%,-5%,9%,3%,-3%,-12%,2%
Cc1onc(-c2c(Cl)cccc2Cl)c1NC(=O)NNc1ccccn1,-5,4%,4%,-4%,-4%,0%,-2%,2%,-3%,-4%,0%
CCOc1ccc(-n2c(SCC(=O)NCc3ccco3)nnc2-c2c[nH]c3ccccc23)cc1,-1,42%,-3%,3%,-5%,12%,-21%,-1%,-4%,?,-6%
O=C(NC(Cc1c[nH]c2ccccc12)C(=O)O)c1ccc(Br)cc1 (configuration not stated),21,10%,-1%,3%,-6%,6%,19%,5%,0%,16%,?
CC1(C)NC(=O)N(CC(=O)O)C1=O,7,?,6%,1%,-2%,-1%,-12%,2%,-4%,-1%,7%
CN(C)/C=C/C(=O)c1cnc2sccn2c1=O,-2,12%,-6%,-5%,3%,-2%,-8%,-1%,1%,4%,4%
Cc1ccc(-c2ccc(=O)n(Cc3cccc(Br)c3)n2)cc1,-1,9%,-7%,12%,5%,8%,-3%,-6%,-5%,0%,-13%
CC1(C)CC2(CC(c3ccccc3F)c3ccc(O)c(O)c3O2)NC(=S)N1 (configuration not stated),8,4%,-17%,-2%,-8%,-1%,2%,-3%,0%,8%,-6%
CC(=O)c1cccc(NS(C)(=O)=O)c1,-1,-4%,-3%,2%,10%,-3%,-1%,3%,-4%,-11%,6%
Cc1cccc(C)c1OCc1cc(C(=O)N(Cc2nccn2C)C(C)C)no1,0,3%,0%,-4%,-5%,-4%,-4%,2%,nt,?,8%
O=C(C1=C(O)C(=O)N(Cc2ccco2)C1c1ccccc1F)c1cccs1 (configuration not stated),2,17%,-14%,7%,-7%,-9%,5%,3%,-8%,-6%,2%
COC(=O)COc1ccc(S(=O)(=O)Nc2ccc(C(N)=O)cc2)cc1C,0,-15%,2%,12%,-1%,1%,34%,-1%,-4%,-12%,?
SMILES,TSHR antagonist,Integrin act MD,Tb PFK block,TCR activator,Mito fusion act,A-T KAP1 phos,Eya2 phos inh,ASM inhibitor,PTAP TSG101 blk,ELG1 DNA repair,Chronic BCR inh
Cc1ccc(O)c(C(=O)c2cnn(-c3ccc(S(=O)(=O)N4CCOCC4)cc3[N+](=O)[O-])c2)c1,-14,-8%,4%,2%[46.1 µM],-3%,-5%,9%,5%,-4%,-2%,0%
CC(=O)c1ccc(NC(=O)C(C)O/N=C(\N)c2ccccc2)cc1 (configuration not stated),nt,-22%,8%,5%,nt,28%,-29%,-2%,-3%,-1%,-8%
Cc1nn(C)cc1NC(=O)c1ccc(Br)o1,-1,14%,0%,-3%[46.1 µM],-2%,-2%,-2%,1%,-1%,14%,-1%
Cc1cccc(CN2CCC(n3nccc3NC(=O)CCCc3ccccc3)CC2)n1,8,28%,4%,3%,-3%,3%,6%,1%,3%,7%,-7%
COC(=O)c1ccc(CNC(=O)c2ccc(S(=O)(=O)N(C)c3ccccc3OC)cc2)cc1,-19,13%,-3%,-2%,5%,-1%,-2%,-2%,-5%,?,0%
CCCCn1c(N)c(N(CCC(C)C)C(=O)C2CCCO2)c(=O)[nH]c1=O (configuration not stated),-2,-10%,-8%,0%,-3%,5%,4%,2%,2%,2%,2%
CCN1C(=O)[C@H]2[C@@H](c3ccc(-c4ccc(F)cc4)cc3)N3CCCC[C@@]3(C(=O)OC)[C@H]2C1=O,-4,-31%,-8%,-4%,?,11%,-11%,-19%,4%,-15%,?
O=C(O)c1cc(NN=C2c3ccccc3-c3ccccc32)ccc1Cl,-13,8%,3%,4%,16%,11%,-4%,7%,-4%,?,?
COc1ccc2c(c1)c(C(=O)N1CCN(C)CC1)c(C)n2-c1ccccc1,0,9%,-1%,2%,2%,nt,-6%,1%,-3%,7%,2%
Cc1cc(C)n(CC(O)COCc2ccco2)n1 (configuration not stated),10,-7%,4%,0%,-3%,-16%,-1%,4%,1%,0%,-7%
COc1nc(SC)nc(Cl)c1Cc1ccc(OC(C)C)cc1,-4,4%,0%,2%[46.1 µM],15%,8%,2%,-6%,-6%,13%,-2%
CCCC1CCC(c2ccc(C(=O)NN)cc2)CC1 (configuration not stated),-4,0%,5%,-3%[46.1 µM],?,-5%,6%,-29%,-10%,?,5%
Cc1cccc(C(=O)OCC(=O)c2ccc(CC(=O)N3CCOCC3)s2)c1C,12,5%,?,-7%,-3%,-6%,-2%,1%,-3%,6%,?
CCCN1Cc2cccc(C(=O)Nc3ccc(-c4nc5ccccc5[nH]4)cc3)c2C1=O,-7,13%,0%,3%[46.1 µM],0%,-7%,-3%,19%,-3%,?,?
CC[C@H]1C(O)C[C@H]2CCN3C(=O)CCC[C@H]1[C@H]23 (some centres not stated),-1,-3%,1%,-4%[46.1 µM],nt,-13%,8%,9%,0%,10%,2%
COc1cc(C(C)=O)ccc1OCCCN1CCC(Cc2ccccc2)CC1,-12,-19%,1%,-3%,1%,13%,-1%,-1%,-3%,-9%,3%
CC(C)(C)c1ccc(OCCC(=O)NCC(c2cccs2)N2CCOCC2)cc1 (configuration not stated),-3,-1%,-2%,0%,-4%,0%,-13%,nt,-1%,-8%,?
COc1ccc(NC(=O)C2C3C=CC(C3)C2C(=O)NCc2ccco2)cc1 (configuration not stated),-5,4%,-2%,2%,-1%,0%,-18%,-4%,-1%,6%,7%
COc1ccc(/C=N/NS(=O)(=O)c2ccc(C)cc2)cc1OC(=O)c1ccc(C)cc1,7,10%,1%,1%,-3%,4%,1%,-16%,-5%,2%,15%
